# Screens deposited in PubChem BioAssay by Broad Institute.
# PAX8 reporter: lowers PAX8-driven luciferase in RMG-I cells; RMG-I TPO-luciferase reporter, SteadyGlo, 24 h; inhibition, % at 12.6 µM; 1.2% of 360,000 active;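 active = mean replicate inhibition at least 60% with every replicate also reaching 60%; inconclusive = only one of the two criteria is met; inactive = mean below 60% and not all replicates reaching 60%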;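 also: luciferase light reporting Pax8 driven TPO promoter activity; plate controls were median of neutral control wells for no effect and mitoxantrone controls for full effect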
# SIRT5 inh: inhibitors of human sirtuin-5 desuccinylase. AID 652115. Purified SirT5, succinyl-peptide AMC, trypsin-coupled fluorescence. Q9NXA8. inhibition, % at 15 µM. 1.1% of 330,000 active; in the data active = inhibition above about 15%; inconclusive = no clear call, values can overlap the other calls
# Target sequence (Q9NXA8 whole entry, looked up): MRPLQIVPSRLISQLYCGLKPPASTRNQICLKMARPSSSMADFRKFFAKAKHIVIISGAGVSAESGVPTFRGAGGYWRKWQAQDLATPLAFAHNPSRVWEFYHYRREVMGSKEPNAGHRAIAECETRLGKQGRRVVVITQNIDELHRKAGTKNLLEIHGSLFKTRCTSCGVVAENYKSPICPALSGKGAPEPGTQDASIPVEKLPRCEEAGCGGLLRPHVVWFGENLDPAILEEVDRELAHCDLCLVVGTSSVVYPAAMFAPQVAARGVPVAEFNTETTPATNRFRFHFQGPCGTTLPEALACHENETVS
# LGR2 antag: inhibitors of bursicon-induced Drosophila LGR2 receptor cAMP signaling; inhibition, % at 9.99 µM; AID 720647; HEK293 LGR2, CRE-luciferase, bursicon-stimulated, 4 h; 0.35% of 380,000 active;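 active = drop in luminescence signal, shown as inhibition above about 50% in the replicate tests, limit read from the data, passing the limit was not always enough; inconclusive = probably only some replicates passing the limit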;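 also: agonist challenge used bursicon conditioned medium at about half maximal strength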
# ARNT-TACC3 inh: disrupts binding between human ARNT and TACC3; AlphaScreen His-ARNT PAS-B/GST-TACC3 binding, luminescence; TACC3 fragment carries E629A point mutation; inhibition, % at 9.99 µM; AID 623870; 0.66% of 390,000 active;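 active = mean inhibition of replicates at least 50% and at least half of replicates each reaching 50%; inconclusive = half or more replicates reach 50% but mean below 50%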;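 also: 0% = complete ARNT plus TACC3 wells and 100% = ARNT alone without TACC3; many hits fall short of the cut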
# DENV2 CPE rescue: protects cells from dengue virus 2 cytopathic effect | DENV2-infected cells, cytopathic effect rescue, plate reader | CPE inhibition, % at 9.99 µM | 1.7% of 350,000 active | AID 651640; in the data active = CPE inhibition above about 20%, passing the limit was not always enough; inconclusive = no clear call, values can overlap the other calls; tested in BHK-21 cells;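 also: 0% = median of neutral control wells and 100% = median of positive control wells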
# EWS-Fli inh: inhibitors of EWS/Fli oncoprotein transcriptional activity | inhibition, % at 12.6 µM | 0.67% of 350,000 active | A673 NR0B1-luciferase reporter, viability-normalised;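 active = mean inhibition of at least 50% after viability correction, with every replicate also passing that limit; inconclusive = mean reaches 50% but only one of two replicates passes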;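 also: firefly luciferase signal divided by Alamar Blue viability fluorescence both relative to DMSO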
# CASP6 VEID inh: blocks human caspase-6 cleavage activity | purified caspase-6, Z-VEID-R110 cleavage fluorescence | AID 686996 | P55212 | inhibition, % at 12.5 µM | 0.53% of 350,000 active;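 active = mean inhibition across replicates at least about 35%, with every replicate also reaching that limit, limit read from the data; inconclusive = only one of the two criteria met; inactive = neither criterion met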;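 also: 0% = median of neutral control wells and 100% = no fluorescence left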
# Target sequence (P55212 24-179 limits assumed): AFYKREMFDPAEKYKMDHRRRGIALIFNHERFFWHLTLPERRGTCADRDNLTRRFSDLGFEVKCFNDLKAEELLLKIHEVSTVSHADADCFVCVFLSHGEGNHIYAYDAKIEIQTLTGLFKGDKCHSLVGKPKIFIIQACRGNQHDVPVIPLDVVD
# Target sequence (P55212 194-293 limits assumed): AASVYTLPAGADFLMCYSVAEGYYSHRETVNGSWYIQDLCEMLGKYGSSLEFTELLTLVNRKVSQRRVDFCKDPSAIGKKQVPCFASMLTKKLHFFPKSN
# Numbers without * were called inactive; u = inconclusive; x = no result given.
SMILES,PAX8 reporter,SIRT5 inh,LGR2 antag,ARNT-TACC3 inh,DENV2 CPE rescue,EWS-Fli inh,CASP6 VEID inh
COc1cc(/C=C/C(=O)OCC(=O)N2CCCCCC2)ccc1OCC#N,-4,0,-9,1,x,2,x
COc1ccc(C(=O)N=C2SC3CS(=O)(=O)CC3N2c2ccc(C(C)=O)cc2)cc1 (centres undefined),-13,-4,-10,-5,1,x,-3
Nc1ccc(-c2nc3ccc([N+](=O)[O-])cc3[nH]2)cc1,-19,2,-42,28,-7,-97,0
COc1ccc(NC(=O)N(C)C[C@H]2OCCCC[C@H](C)Oc3ccc(NS(=O)(=O)c4cn(C)cn4)cc3C(=O)N([C@@H](C)CO)C[C@@H]2C)cc1,-14,-4,14,-10,-1,-7,0
O=C(NCC(=O)N1CCCC(C(F)(F)F)C1)c1cccs1 (centres undefined),-21,0,7,-2,-1,-16,-134
CS(=O)(=O)Nc1ccc2c(c1)[C@@H]1C[C@H](CC(=O)NCc3ccccc3)O[C@H](CO)[C@@H]1O2,-7,1,8,-13,19,-5,2
C/C=C/c1ccc([C@@H]2[C@H](CO)N(Cc3cncnc3)C23CN(C(=O)COC)C3)cc1,-9,0,9,x,22*,-10,2
COc1ccc(NC(=O)N(C)C[C@H]2Oc3c(NC(=O)Nc4c(C)noc4C)cccc3C(=O)N([C@H](C)CO)C[C@H]2C)cc1,x,6,0,4,u,2,0
CCc1c(C)sc(NC(=O)Cc2ccccc2C)c1C(=O)N1CCOCC1,-7,1,27,-2,7,0,-2
COc1cccc(S(=O)(=O)N2C[C@@H](O)COC[C@H]3O[C@@H](CC(=O)N4CCN(c5ccccc5)CC4)CC[C@@H]32)c1,18,x,-4,8,-4,-3,x
Cn1c(C(=O)Nc2ccc3c(c2)OCCO3)cc2sccc21,x,-3,-18,7,-1,-85,1
O=C(O)c1ccc2nnn(O)c2c1,-2,-3,9,7,4,-12,0
NC(=O)CN1C(=O)NC(c2ccccc2)(c2ccccc2)C1=O,4,-13,11,-39,-2,-3,1
CC1(C)CC(=O)C=C(NNC(=O)OC(C)(C)C)C1,9,-3,-23,0,4,4,-4
Cc1ccc2nc(NC(=O)C3CC(=O)N(Cc4ccco4)C3)sc2c1 (centres undefined),20,-7,4,x,-3,9,8
CCCNC(=O)c1onc(CS(=O)(=O)c2cc(C)cc(C)c2)c1C(=O)NCCC,-2,x,-12,-3,x,13,-2
CC12CCC(=O)N1C(C(=O)NCCc1ccc(S(N)(=O)=O)cc1)CS2 (centres undefined),14,-1,5,-3,-12,-2,2
CCC(=O)N1[C@@H](CO)[C@H](c2ccccc2)C12CN(C(=O)c1ccc3c(c1)OCO3)C2,x,-3,39,x,-4,x,0
COc1ccc(-c2nc(CSCC(=O)NCCCN3CCCC3=O)c(C)o2)cc1,-13,-3,-5,-1,4,x,3
CC(C)CNC(=S)Nc1ccc(S(N)(=O)=O)cc1,-23,x,44,1,x,x,x
O=C(N[C@@H](Cc1ccccc1)C(=O)CCl)OCc1ccccc1,50,2,-2,-4,-2,22,1
CC(C)N1CCc2c(sc(N)c2C#N)C1,x,-1,12,-4,-9,16,-39
Cc1ccc(Cl)c(OCCCCN2CCC(C)CC2)c1,-8,-8,-7,-3,-5,-4,-4
Cc1cccnc1CN1CCN(Cc2nc(C(c3ccccc3)c3ccccc3)no2)CC1,-1,-3,0,4,x,-5,2
CC(C)CC1(C)NC(=O)N(CC(=O)N2C(C)CCCC2C)C1=O (centres undefined),16,-3,4,x,3,-1,-136
CC1CCc2c(sc3nc(CSc4nnnn4C)[nH]c(=O)c23)C1 (centres undefined),-57,-3,5,-10,11,-9,-2
O=C(CSc1nc2ccccc2c(=O)n1-c1ccccc1)c1c[nH]c2ccccc12,2,-7,-13,x,x,-6,0
CCCNC(=O)C[C@H]1CC[C@H]2[C@H](COc3ccc(NC(=O)c4ccccc4)cc3C(=O)N2C)O1,9,-5,9,x,u,-2,x
COc1ccc(C(=O)N/C(=C\c2cn(S(=O)(=O)N(C)C)c3ccccc23)C(=O)NCCN2CCOCC2)cc1OC,-11,0,1,1,3,x,0
COc1ccc(CNC(=O)c2ccc(N(C)S(=O)(=O)c3ccc(C)cc3)cc2)cc1,x,0,-3,-3,1,x,2
COc1ccc(-c2coc3cc(OC(C)=O)c(OC)cc3c2=O)cc1,x,-2,x,-44,14,-57,9
Cc1ccccc1N1CCN(c2ncnc3scc(-c4cccs4)c23)CC1,19,-5,4,-3,x,x,-1
Cc1ccc(S(=O)(=O)Nc2ccccc2-c2nc3ccccc3[nH]c2=O)cc1,-3,-2,-3,3,5,-3,4
CCCCN(C(=O)CCCc1nc2ccccc2c(=O)[nH]1)c1c(N)n(CCCC)c(=O)[nH]c1=O,-1,-4,12,17,-11,-5,-3
NS(=O)(=O)c1ccc(NC(=O)COC(=O)CCc2ccc(S(=O)(=O)N3CCOCC3)cc2)cc1,5,-2,5,7,-5,12,-5
CN1C(=O)c2cc(NC(=O)C3CCCC3)ccc2OC[C@@H]2O[C@H](CC(=O)Nc3ccccc3)CC[C@@H]21,20,-4,7,-2,-16,12,-2
COc1ccc(CN(C)C[C@@H]2OCCCC[C@@H](C)Oc3ccc(NS(C)(=O)=O)cc3C(=O)N([C@@H](C)CO)C[C@@H]2C)cc1,44,-3,11,-2,-15,-1,-5
COc1cc2c(cc1OC)CN(C(=O)CCC(=O)c1ccc(F)cc1)CC2,14,-2,-22,-1,-7,5,0
COc1cccc(-c2cc(C(F)(F)F)c(C#N)c(=O)[nH]2)c1,-3,-40,11,-9,1,-2,4
O=C(Cn1cnc2cc([N+](=O)[O-])ccc2c1=O)Nc1cccc(S(=O)(=O)N2CCOCC2)c1,-6,1,3,0,5,-4,-3
O=C(N/N=C/c1cccc(Oc2ccccc2)c1)c1ccccc1F,-57,0,-31,-3,5,x,-2
COc1cccc(/C=N/N2CCN(C3c4ccccc4-c4ccccc43)CC2)c1O,-10,0,2,0,1,-1,-3
Cc1ccccc1-c1nnc(CN2CCN(C(=O)c3ccco3)CC2)o1,-1,-3,2,-3,6,14,0
CC(C)=CC(=O)OCC(=O)Nc1ccc(Cl)cc1,-7,-4,-34,-1,-1,-5,-2
O=C(Nc1cccc(Cl)c1)N1C[C@@H]2[C@H](c3ccccc31)[C@H](CO)N2Cc1cccnc1,-6,1,-4,-2,-6,-7,7
CO[C@H]1CN(C)C(=O)c2ccc(NC(=O)C3CC3)cc2OC[C@@H](C)N(C(=O)c2ccccn2)C[C@@H]1C,-7,x,-3,x,x,-2,x
Cc1cnc(C(=O)OCC(=O)N2C(C)CCCC2C)cn1 (centres undefined),-5,-1,-7,-4,5,1,3
Cc1cc(=O)oc2cc(OCC(=O)NC3CC(C)(C)NC(C)(C)C3)ccc12,-6,-4,3,-6,4,2,-3
COCC(=O)N(C)C[C@H]1Oc2cc(C#CC(C)C)ccc2S(=O)(=O)N([C@H](C)CO)C[C@@H]1C,-9,3,-2,-3,-2,-5,1
Cc1ccccc1C(=O)NC(=S)Nc1ccccc1C(=O)O,-19,0,9,x,-6,-10,4

# (continued)
SMILES,PAX8 reporter,SIRT5 inh,LGR2 antag,ARNT-TACC3 inh,DENV2 CPE rescue,EWS-Fli inh,CASP6 VEID inh
COCC(=O)Nc1ccc2c(c1)OC[C@@H](C)N(C(=O)c1ccncc1)C[C@H](C)[C@@H](OC)CN(C)C2=O,x,-1,-7,-5,-2,0,0
C[C@H](CO)N1C[C@H](C)[C@@H](CN(C)C)OCCCC[C@H](C)Oc2ccc(NC(=O)Nc3ccc4c(c3)OCO4)cc2C1=O,-17,0,-5,6,-4,-5,-1
CN(C(=O)COC(=O)c1cc[n+]([O-])cc1)c1ccccc1,x,1,-9,-5,-5,-2,-2
CC1CCc2c(nc3ncnn3c2NCCN(C)C)C1 (centres undefined),-9,1,-3,-6,4,13,-14
CC(=O)c1ccc(N2CCN(C(=O)/C=C/c3ccc(S(=O)(=O)N4CCOCC4)cc3)CC2)cc1,-1,-1,-27,3,-6,28,-7
CC(C)C(=O)Nc1cccc(NC(=O)c2ccc([N+](=O)[O-])cc2Cl)c1,30,0,-1,-1,-5,-14,-4
C[C@H]1CN([C@@H](C)CO)C(=O)c2cc(-c3cccc(C(=O)N(C)C)c3)cnc2O[C@H]1CN(C)C,x,-3,3,-10,-5,12,-1
Cc1cc(F)ccc1S(=O)(=O)N1CCCOC1CNC(=O)C(=O)NC1CCCCC1 (centres undefined),1,2,1,-8,5,x,-5
NC(CO)c1csc(NC(=O)Nc2ccccc2Cc2ccccc2)n1 (centres undefined),-8,x,2,x,u,0,-2
COc1ccc(CCNC(=O)c2cc3ccccc3oc2=O)cc1,-13,-2,x,-6,-4,-28,1

# Laid out differently: results already given
C[C@H]1CN([C@@H](C)CO)C(=O)c2cc(-c3cccc(C(=O)N(C)C)c3)cnc2O[C@H]1CN(C)C
  PAX8 reporter = x	SIRT5 inh = -3	LGR2 antag = 3	ARNT-TACC3 inh = -10	DENV2 CPE rescue = -5	EWS-Fli inh = 12	CASP6 VEID inh = -1

NC(CO)c1csc(NC(=O)Nc2ccccc2Cc2ccccc2)n1 (centres undefined)
  PAX8 reporter = -8	SIRT5 inh = x	LGR2 antag = 2	ARNT-TACC3 inh = x	DENV2 CPE rescue = u	EWS-Fli inh = 0	CASP6 VEID inh = -2

COCC(=O)Nc1ccc2c(c1)OC[C@@H](C)N(C(=O)c1ccncc1)C[C@H](C)[C@@H](OC)CN(C)C2=O
  PAX8 reporter = x	SIRT5 inh = -1	LGR2 antag = -7	ARNT-TACC3 inh = -5	DENV2 CPE rescue = -2	EWS-Fli inh = 0	CASP6 VEID inh = 0

# The listing continues:
SMILES,PAX8 reporter,SIRT5 inh,LGR2 antag,ARNT-TACC3 inh,DENV2 CPE rescue,EWS-Fli inh,CASP6 VEID inh
CC1Sc2ccc(S(=O)(=O)N3CCC(C(=O)Nc4ccc(Cl)cc4)CC3)cc2NC1=O (centres undefined),54,3,43,-46,5,16,-2
Cc1cccc(C)c1NC(=O)C1(C)CCC(=O)N1c1cc(C(C)(C)C)nn1C (centres undefined),-3,-6,6,x,4,-2,5
N#Cc1ccccc1NC(=S)Nc1ccc(F)cc1,15,5,1,0,-3,5,0
CN(C)c1cc(NC(=O)CN2CCCC2)c2ccccc2n1,-9,-1,x,0,12,5,-11
C[C@@H]1CN([C@H](C)CO)C(=O)c2cc(NC(=O)CCC(F)(F)F)ccc2O[C@@H](C)CCCCO[C@@H]1CN(C)C(=O)NC1CCCCC1,2,0,7,0,4,3,1
C[C@H]1CN([C@@H](C)CO)C(=O)c2cccc(NC(=O)C3CC3)c2O[C@H]1CN(C)Cc1ccccc1,-6,-3,-4,1,u,7,0
O=C(Cc1cccc([N+](=O)[O-])c1)Nc1ccc(C(=O)N2CCOCC2)cc1,-25,x,-8,-3,4,-7,0
O=S(=O)(c1ccccc1)N1CCC2(CC1)OCCO2,-12,-2,-19,0,-1,0,2
COc1ccc(NC(=O)COC(=O)CNC(=O)c2cccs2)cc1Cl,0,-3,-21,0,5,-3,2
Cc1ccc(C)c(Cn2cnc3c(oc4ccccc43)c2=O)c1,9,-2,-10,-1,0,-14,2
OC(CNCCNc1ncccc1C(F)(F)F)Cn1ccc2ccccc21 (centres undefined),16,1,-2,2,7,24,-1
CC1(C)CC(=O)C2=C(C1)Nc1ccccc1N(C(=O)C1CC1)C2c1ccco1 (centres undefined),3,1,1,24,14,0,25
Cc1ccc(S(=O)(=O)N(C)C[C@H]2OCCCC[C@H](C)Oc3ccc(NS(=O)(=O)c4c(C)noc4C)cc3C(=O)N([C@@H](C)CO)C[C@@H]2C)cc1,-22,7,-4,8,43*,9,2
O=C(NCCCn1ccnc1)c1cc2cc([N+](=O)[O-])ccc2oc1=O,-32,x,34,54*,x,x,x
CN(C)CCSc1nc(O)c(-c2ccccc2)c(=O)n1-c1ccccc1,5,6,10,x,1,-5,-1
Cc1ccc(C)c(NC(=O)c2cc(S(=O)(=O)N3CCCCC3)ccc2N2CCOCC2)c1,-2,-10,-18,5,-4,7,1
O=C1c2ccccc2C(Nc2cccnc2)N1Cc1ccc2c(c1)OCO2 (centres undefined),9,1,-30,-5,2,6,2
Cc1nn(C)cc1NC(=O)C[C@@H]1CC[C@H]2[C@@H](COc3ccc(NC(=O)C(C)C)cc3C(=O)N2C)O1,54,x,-24,-3,0,7,x
